High-throughput results (PubChem)
KCC2 mod – KCC2 cotransporter modulators, thallium flux, primary screen, cell-based, HEK293 KCC2, FluoZin-2 fluorescence, MLSMR | B-score of Tl+ flux slope (higher = more flux/activation; lower = inhibition) at 10 µM | hit rate 2.2% among 190,000 | AID 1456, 2008 | KCC2 cells, thallium flux FluoZin-2 fluorescence | Solute carrier family 12 member 5 (Homo sapiens), Q9H2X9;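 active = thallium flux slope and its plate-corrected score both differing from the plate sample mean at a set confidence after two filtering rounds, in either direction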;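 also: slope of fluorescence scaled to starting intensity during 10 to 20 s after thallium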
Thrombin inh – human alpha-thrombin inhibitors, primary screen, counter-screen for coagulation protease inhibitor project, biochemical, 1536-well, fluorogenic AMC substrate; Prothrombin (Homo sapiens), P00734; Boc-VPR-AMC fluorogenic substrate cleavage; inhibition, % at 5 µM; hit rate 0.26% among 220,000; AID 1046, 2008;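 active = inhibition at or above 40%; inactive = inhibition below 40%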;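 also: 0% = enzyme with no compound and 100% = wells without enzyme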
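Test system: human alpha-thrombin protein / Dosing: one concentration per compound, 5 µM, with 0.2% DMSO / Medium: pH 7.5 Tris-saline with Tween 20 / Benchmarks: no-compound enzyme wells and no-enzyme blanks / Read-out basis: percent inhibition of thrombin substrate cleavage / Timing: reaction at room temperature / Measured by: fluorescence, ex 355 nm, em 460 nm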
FXIa inh 1536 – human FXIa protease inhibitors, primary screen, biochemical, 1536-well. Coagulation factor XI (Homo sapiens), P03951. purified FXIa, Boc-Glu-Ala-Arg-AMC fluorogenic substrate. inhibition, % at 5 µM. hit rate 0.14% among 220,000;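 active = inhibition of at least 40%; inactive = inhibition below 40%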;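 also: fluorescence of freed AMC excited at 355 nm; 0% = enzyme without compound and 100% = no enzyme blank; many of its hits are not listed in these tables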
FXIIa inh 1536 – human FXIIa protease inhibitors, primary screen, biochemical, 1536-well; Coagulation factor XII (Homo sapiens), P00748; purified FXIIa, Boc-QGR-AMC fluorogenic substrate, 2 h; inhibition, % at 5 µM; hit rate 0.3% among 220,000; AID 800, 2007; in the data active = inhibition above about 40%;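 also: 0% = enzyme with no compound and 100% = blank without enzyme; many of its hits are not listed in these tables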
Hck-Nef inh – inhibitors of Nef-activated human Hck kinase, primary screen, biochemical, Z-Lyte FRET, 384-well, Hck-YEEI. Recombinant Hck-YEEI plus Nef, Z-Lyte FRET kinase assay. Tyrosine-protein kinase HCK (Homo sapiens), P08631. inhibition, % at 20 µM. hit rate 0.68% among 220,000. AID 463187, 2010;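 active = Hck-Nef kinase inhibition above about 50%, limit read from the data; inactive = inhibition below that limit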;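 also: 0% = DMSO with Hck plus Nef and 100% = Hck alone without Nef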
Rad51 HR inh – human RAD51 strand exchange inhibitors, primary screen, biochemical, fluorescence; DNA repair protein RAD51 homolog 1 (Homo sapiens), Q06609; hRad51 DNA strand exchange, fluorescence dequenching; inhibition, % at 10 µM; hit rate 0.085% among 200,000; AID 1385, 2008;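 active = inhibition above 40% at the single screening dose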;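 also: 0% = DMSO control wells and 100% = blanks with heterologous ssDNA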
Target sequence (Q06609 whole entry, looked up): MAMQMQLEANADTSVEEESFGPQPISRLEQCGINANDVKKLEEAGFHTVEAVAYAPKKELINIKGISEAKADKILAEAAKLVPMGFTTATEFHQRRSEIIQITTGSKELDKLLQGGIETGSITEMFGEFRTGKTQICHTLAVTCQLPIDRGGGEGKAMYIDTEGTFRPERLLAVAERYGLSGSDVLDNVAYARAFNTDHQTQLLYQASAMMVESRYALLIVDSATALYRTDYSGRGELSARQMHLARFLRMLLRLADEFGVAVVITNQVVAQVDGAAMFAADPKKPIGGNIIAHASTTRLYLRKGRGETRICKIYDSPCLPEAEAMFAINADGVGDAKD
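Material: Human Rad51 nucleoprotein filaments preassembled on unlabelled ssDNA | Also added: Labelled 47-mer dsDNA for strand exchange | Dosing: Single dose, 10 µM final compound | Schedule: 30-min compound preincubation and 15-min exchange, both room temperature | Technique: Fluorescence dequenching at 485/520 nm | Measure: Percent inhibition relative to plate controls and blanks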
zVAD death inh – inhibitors of zVAD-triggered necroptosis, primary screen, L929 cells. L929 zVAD necroptosis rescue, ATP luminescence, 24 h; with zVAD 60 µM. viability rescue, % at 10 µM. hit rate 0.38% among 220,000;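 active = activation, scaled between plate controls, above about 75%, limit read from the data; inactive = activation under that limit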;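 also: 0% = zVAD with DMSO and 100% = DMSO alone without zVAD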
hK5 inh – human KLK5 protease inhibitors, primary screen, biochemical, 1536-well | Kallikrein-5 (Homo sapiens), Q9Y337 | recombinant hK5, fluorogenic AMC substrate cleavage | inhibition, % at 5 µM | hit rate 0.59% among 210,000 | AID 873, 2007;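 active = inhibition of 40% or more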;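 also: 0% = enzyme controls without compound and 100% = no-enzyme blanks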
Target sequence (Q9Y337 67-293 limits assumed): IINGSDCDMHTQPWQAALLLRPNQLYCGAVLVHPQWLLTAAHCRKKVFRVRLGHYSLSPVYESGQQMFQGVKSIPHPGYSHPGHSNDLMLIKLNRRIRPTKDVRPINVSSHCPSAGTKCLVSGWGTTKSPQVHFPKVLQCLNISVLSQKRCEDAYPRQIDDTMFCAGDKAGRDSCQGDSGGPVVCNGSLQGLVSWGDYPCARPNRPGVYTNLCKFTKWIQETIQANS
TNF death inh – inhibitors of TNF-alpha triggered necroptosis, primary screen, cell-based, Jurkat FADD-/-, single concentration | hit rate 0.068% among 220,000 | activation (protection from cell death), % at 10 µM | Jurkat FADD-/- TNF necroptosis rescue, ATP luminescence, 24 h; 0 = TNF only, 100 = no-TNF cells;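 active = activation, meaning protection from cell death, of at least 50% relative to plate controls; inactive = activation below 50%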;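 also: necroptosis triggered by 40 ng/mL TNF-alpha added together with compound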
* hit, by the source's call; nt = not tested or not shown. This is a subset. The share of hits here may be higher or lower than overall.

SMILES	KCC2 mod	Thrombin inh	FXIa inh 1536	FXIIa inh 1536	Hck-Nef inh	Rad51 HR inh	zVAD death inh	hK5 inh	TNF death inh
COc1ccc(Cl)cc1NC(=O)NC1CCCCC1	-0.53	-5	-5	1	0	9	0.8	-17	1.0
COC(=O)C1=C(C)Nc2ncnn2C1c1ccccn1 (stereo not drawn)	0.013	6	3	5	-1	-2	0.2	-5	0.2
Cc1ccc(/C=N/Nc2nncc(-c3ccccc3)n2)o1	-0.76	-6	-2	4	3	3	5.9	-1	0.0
Cc1cccc(NC(=O)c2cc(-c3ccco3)nc3ccccc23)n1	0.0046	-9	-9	-9	1	-1	0.8	-3	-2.7
COc1cccc2c(C)c(C(=O)O)[nH]c12	-0.62	29	3	6	6	1	1.1	91*	0.7
O=C1CC(Cc2ccccc2)C(=O)N1c1ncccn1 (stereo not drawn)	-0.45	-3	2	12	-1	nt	0.1	nt	-0.7
CCn1ncc(NC(=S)NCCc2ccccc2)c1C(N)=O	0.27	-6	-2	2	-20	-12	0.5	nt	0.0
CC(=O)Nc1cccc(NC(=O)c2ccc(C)c([N+](=O)[O-])c2)c1	0.72	1	7	12	20	-17	0.0	-6	-0.5
COc1ccccc1CNC(=O)C1CC(c2ccccc2C(F)(F)F)=NO1 (stereo not drawn)	-1.9	1	2	10	28	-2	-0.5	1	1.4
Cc1ccc(C2=Nc3c(ccc4ccccc34)C(c3ccncc3)=NN2)cc1	-1.6	-5	1	5	16	-1	-1.7	4	-5.5
CC(=O)Oc1cccc(N2C(=O)c3ccccc3C2=O)c1	-1.1	-4	7	16	-1	22	0.2	-9	0.1
CCOC(=O)/C(C)=N/NC(=O)c1cccc([N+](=O)[O-])c1	32*	6	-6	2	20	28	1.0	-21	2.2
CC(C)C(=O)NC(c1ccc([N+](=O)[O-])cc1)c1c(O)ccc2ccccc12 (stereo not drawn)	0.11	4	1	3	2	nt	-0.1	7	-4.4
CC(C)OC(=O)c1ccccc1C(=O)c1ccc(N)c([N+](=O)[O-])c1	-0.65	-2	-5	7	21	nt	-0.9	-4	-0.7
COc1ccc(Oc2cn[nH]c2-c2ccc(O)cc2O)cc1	nt	-2	5	18	11	-6	62	6	-3.7
COc1cccc(CC2(CO)CCCN(S(=O)(=O)N(C)C)C2)c1 (stereo not drawn)	0.66	1	-4	11	16	-1	1.0	-3	0.4
N#CCc1c(C#N)c(N)nc(N2CCN(C=O)CC2)c1C#N	1.1	-10	-4	6	2	2	0.2	-1	-0.6
CCOC(=O)c1cc(NC(=O)N(CC)CC)c(C)nc1C	-0.0068	-2	-1	11	2	7	-0.1	-7	0.3
CCn1c(CSc2nnc(-c3ccncc3)n2C)nc2cc(C(=O)O)ccc21	0.16	-2	-3	5	18	5	0.7	-1	0.9
CC(=O)NC(Cc1c[nH]c2ccccc12)C(=O)OCC(=O)Nc1ccc2c(c1)OCO2 (stereo not drawn)	nt	-4	2	11	0	-2	0.7	-13	1.6
Nc1ccc(CN2CCOCC2)cc1	0.14	10	-4	6	18	-10	2.7	0	-0.1
CC(C)Sc1nc(N)nc(-c2cccs2)c1C#N	-2	-4	4	21	0	-5	0.8	-3	-3.8
CCCCCCC(=O)Nc1ccc(C(=O)N2CCCC2)cc1	nt	-6	-4	5	-2	-11	1.2	-1	1.6
CCOC(=O)c1ccc(N/C=C2\CCCCC2=O)cc1	0.14	2	2	2	-15	-11	1.1	-2	0.4
C=C(C)CN(CC)C(=O)CCc1nnc(CCc2c[nH]c3ccccc23)o1	-2.1	-6	-3	2	-4	nt	0.3	nt	0.0

hK5 inh, what is marked active above.
smiles | KCC2 mod | FXIa inh 1536 | FXIIa inh 1536 | Hck-Nef inh | Rad51 HR inh | hK5 inh
COc1cccc2c(C)c(C(=O)O)[nH]c12 | -0.62 | 3 | 6 | 6 | 1 | 91*

Quoted from the listing for reference:
SMILES	KCC2 mod	Thrombin inh	FXIa inh 1536	FXIIa inh 1536	Hck-Nef inh	Rad51 HR inh	zVAD death inh	hK5 inh	TNF death inh
CCCCCCC(=O)Nc1ccc(C(=O)N2CCCC2)cc1	nt	-6	-4	5	-2	-11	1.2	-1	1.6
CCOC(=O)c1ccc(N/C=C2\CCCCC2=O)cc1	0.14	2	2	2	-15	-11	1.1	-2	0.4

Back to the main list, starting 5 compounds before the break.
SMILES	KCC2 mod	Thrombin inh	FXIa inh 1536	FXIIa inh 1536	Hck-Nef inh	Rad51 HR inh	zVAD death inh	hK5 inh	TNF death inh
Nc1ccc(CN2CCOCC2)cc1	0.14	10	-4	6	18	-10	2.7	0	-0.1
CC(C)Sc1nc(N)nc(-c2cccs2)c1C#N	-2	-4	4	21	0	-5	0.8	-3	-3.8
CCCCCCC(=O)Nc1ccc(C(=O)N2CCCC2)cc1	nt	-6	-4	5	-2	-11	1.2	-1	1.6
CCOC(=O)c1ccc(N/C=C2\CCCCC2=O)cc1	0.14	2	2	2	-15	-11	1.1	-2	0.4
C=C(C)CN(CC)C(=O)CCc1nnc(CCc2c[nH]c3ccccc23)o1	-2.1	-6	-3	2	-4	nt	0.3	nt	0.0
Cc1cccc(-n2cnc(C(=O)NNC(=S)Nc3ccccc3)c2)n1	-1.4	-7	2	8	24	3	-1.7	-17	-1.1
O=C(CCNc1n[nH]c(=O)[nH]c1=O)N/N=C/c1ccc(Cl)cc1	0.87	0	6	nt	-13	-3	3.9	2	-0.3
C=CCNC(=S)N1CCN(c2ncc3c(=O)c(C(=O)O)cn(CC)c3n2)CC1	-0.39	19	15	9	1	14	0.0	21	-0.3
Cc1c(Cl)ccc2c1NC(=O)C21NC(CCC(N)=O)[C@H]2C(=O)N(c3ccc(Cl)cc3)C(=O)[C@H]21 (stereo partly drawn)	nt	-9	-4	0	-1	-7	1.0	-1	-1.4
COc1cc(C(=O)O)nc2ccccc12	0.16	-1	4	13	1	20	0.1	-6	-1.7
NS(=O)(=O)c1ccc(CCNS(=O)(=O)c2ccc(Cl)nc2)cc1	0.98	-10	-11	2	-16	0	1.7	0	2.7
S=c1[nH]cnc2scc(-c3ccccc3)c12	62*	-6	-6	6	0	-3	-1.2	-58	-8.1
COc1cccc(-n2c(SCC(=O)Nc3nccs3)nnc2-c2ccoc2C)c1	-0.47	2	10	20	6	1	-0.6	-3	-0.7
Cc1cccc(C(=O)Nc2nnc(SCC(=O)Nc3ccc4c(c3)oc3ccccc34)s2)c1	0.28	3	8	13	2	nt	0.8	1	0.6
O=C(O)c1ccc(N2C(=O)CCCC2=O)cc1	-0.02	-2	2	6	11	22	0.0	3	-0.6
COc1cccc(N(C(=O)Cn2nnc(-c3ccc(F)cc3)n2)C(C(=O)NCC2CCCO2)c2ccc(Cl)cc2)c1 (stereo not drawn)	nt	-12	-8	8	19	2	-0.2	-3	0.6
CC(=O)C1=C(O)CC(C)(C)CC1=NCCc1nc2ccccc2[nH]1	nt	-6	17	14	18	0	-0.5	14	-0.1
O=C(Oc1coc(CSc2nnc(NC(=O)c3cccs3)s2)cc1=O)c1ccccc1	1.3	-10	-3	2	5	-1	-0.7	4	-0.7
CCOC(=O)c1sc(NC(=S)NC(=O)c2ccccc2)c(C(=O)OCC)c1C	0.47	-8	1	6	2	nt	-0.2	-12	0.8
O=c1cc(N2CCN(Cc3ccccc3)CC2)[nH]c(=O)n1-c1ccc(Br)cc1	nt	2	4	11	1	-3	0.0	-6	0.1
CCn1ncc(CNC(=O)CCCSc2nc(-c3ccco3)cc(C(F)(F)F)n2)c1C	-0.17	-2	5	12	6	-4	-1.4	-9	-1.0
O=C(Cc1ccc([N+](=O)[O-])cc1)NCc1ccccc1Cl	-1.6	-1	8	7	-2	4	1.1	-5	10
CS(=O)(=O)N(CC(=O)NC1CC2CCC1C2)c1cccc(C(F)(F)F)c1 (stereo not drawn)	-0.86	-6	-1	0	0	-3	0.1	2	-1.1
O=C(Cn1c(-c2ccccc2)noc1=O)Nc1ccc(N2CCCCCC2)cc1	nt	5	2	21	2	3	8.3	-7	2.4
COc1ccc(NC(=O)NCCN2CCc3ccccc3C2)cc1	-2.4	-5	4	12	9	-4	-1.0	-5	-0.3
CSc1ccc(CN2C(=O)NC3(CCCCCCC3)C2=O)cc1	-0.63	6	3	3	11	7	71	-16	1.6
CCN(CC)c1ccc(C(=O)NN)cc1	-0.58	-2	0	13	20	-2	2.3	8	-0.9
CNC(=O)c1c(NC(NC(=O)c2ccco2)C(=O)c2ccc(Cl)cc2)sc2c1CCCC2 (stereo not drawn)	-0.63	-2	-8	3	0	-1	0.5	6	0.4
CC1(C)Cc2nc3sc4c(NCCO)ncnc4c3cc2CS1	1.3	-9	-3	-4	43	-9	0.9	9	-2.1
COC(=O)c1sc2nc(SCc3ccccc3C)n(N)c(=O)c2c1C	0.42	2	21	15	2	-48	0.2	6	-0.4

The listing continues.
SMILES	KCC2 mod	Thrombin inh	FXIa inh 1536	FXIIa inh 1536	Hck-Nef inh	Rad51 HR inh	zVAD death inh	hK5 inh	TNF death inh
Cc1cc(Nc2ccc(C)c(C)c2)n2nc(C)nc2n1	0.25	-1	31	42*	1	-3	-0.2	-1	-0.5
CC(C)Cn1c(N)c(C(=O)COC(=O)c2ccc(F)cc2)c(=O)n(C)c1=O	-0.69	-15	-11	5	19	3	-0.1	-10	-2.7
O=C(Nc1ncccc1Cl)c1ccc2c(c1)OCCO2	0.2	-29	-7	5	19	2	0.9	0	-2.2
O=C(Cn1cc(C(=O)C2CCCCC2)c2ccccc21)NCC1CCCO1 (stereo not drawn)	-0.67	-5	-2	4	-9	-1	-0.2	1	1.1
COc1ccc(Nc2nc(N)nc(CSC(=S)N3CCCCC3C)n2)cc1 (stereo not drawn)	-1.8	-15	-2	-3	16	nt	0.3	-3	1.6
O=C(NCc1cccs1)Nc1ccc(Cl)cc1	0.0082	-1	21	29	7	-7	0.4	-10	8.9
Cc1c(C(c2ccccc2O)c2c(C)n(C)n(-c3ccccc3)c2=O)c(=O)n(-c2ccccc2)n1C	0.95	1	-2	2	24	-12	-0.7	-2	0.0
Cc1nnc(Nc2ccc(Cl)c(C(F)(F)F)c2)[nH]c1=O	-0.42	4	1	13	17	2	6.8	5	1.1
